TSG101-PTAP inh: qHTS Validation Assay for Inhibitors of HIV-1 Budding by Blocking the Interaction of PTAP/TSG101: Sytravon Library Screen | Tumor susceptibility gene 101 protein (Homo sapiens), Q99816 | Potency, µM (top dose mostly 115 µM), without a hit: top-dose activity change, negative = inhibition, most hits filed as inhibitors | Fluorescence polarization, FITC-PTAP peptide/Tsg101, 20 min | 44,000 tested, under 10 active; further: potency means the concentration at half of the fitted maximal effect; 0% is about no effect
Target sequence (Q99816 whole entry, looked up): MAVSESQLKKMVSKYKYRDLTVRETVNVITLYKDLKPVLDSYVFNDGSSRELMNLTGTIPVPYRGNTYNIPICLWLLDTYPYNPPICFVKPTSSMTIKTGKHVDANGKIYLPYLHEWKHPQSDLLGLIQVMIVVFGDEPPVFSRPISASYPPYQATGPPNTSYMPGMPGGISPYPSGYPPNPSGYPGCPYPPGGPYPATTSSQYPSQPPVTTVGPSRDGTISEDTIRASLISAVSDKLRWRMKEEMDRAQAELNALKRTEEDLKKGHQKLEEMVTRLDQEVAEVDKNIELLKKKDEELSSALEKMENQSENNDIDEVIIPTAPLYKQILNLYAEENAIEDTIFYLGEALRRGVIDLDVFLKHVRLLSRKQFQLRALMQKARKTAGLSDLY
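qHTS FP binding, 20 min r.t.: 10 uM Tsg101 domain + 50 nM FITC-PTAP peptide, pH 7.5 HEPES buffer with TCEP and EDTA.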
GALK inh: qHTS Assay for Inhibitors of Human Galactokinase (GALK): NCGC Sytravon Library Screen; AID 1347072, 2019; recombinant GALK, Kinase-Glo ATP luminescence, 1 h; Potency, µM (doses to about 57.5 µM), for the others: at the top dose activity, negative = inhibition, usual class: inhibitors; P51570; 44,000 tested, under 10 active;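 further: plate controls were full GALK reaction for no effect and reaction lacking GALK for full effect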
Target sequence (P51570 whole entry, looked up): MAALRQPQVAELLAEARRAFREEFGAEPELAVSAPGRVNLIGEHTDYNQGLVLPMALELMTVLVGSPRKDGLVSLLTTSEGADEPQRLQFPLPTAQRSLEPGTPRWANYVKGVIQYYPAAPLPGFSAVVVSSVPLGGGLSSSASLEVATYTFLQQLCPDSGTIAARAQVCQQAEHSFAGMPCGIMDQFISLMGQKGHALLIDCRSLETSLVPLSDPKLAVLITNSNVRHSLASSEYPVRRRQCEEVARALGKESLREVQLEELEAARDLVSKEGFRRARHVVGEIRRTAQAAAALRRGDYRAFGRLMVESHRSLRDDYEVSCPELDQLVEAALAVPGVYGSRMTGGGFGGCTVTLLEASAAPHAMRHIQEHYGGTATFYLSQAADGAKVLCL
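5 nM GALK; 35 uM ATP; 100 uM D-galactose; 20 mM HEPES pH 8.0, 5 mM MgCl2, 60 mM NaCl, 1 mM DTT, 0.01% BSA; 1 h RT; Kinase-Glo Plus luminescence.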
B2AR arrestin ag: qHTS assay of beta-arrestin-biased ligands of beta2-adrenergic receptor: NCGC Sytravon Library Screen; 44,000 tested, under 10 active; Potency, µM (top dose mostly 46.1 µM), for the others: at the highest dose activation, most hits filed as activators; HTLA Tango cells, beta-arrestin recruitment, luciferase luminescence, 18 h;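 further: potency means the concentration at half of the fitted maximal effect; 0% = DMSO and full agonism = EC100 isoproterenol or metaproterenol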
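First, Tango cells carrying beta2-AR and beta-arrestin fusions received compound up to 46 microM. After 18 hr at 37 degrees C, luciferase substrate was added for 15 minutes, then luminescence gave %Activity for curve fitting.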
p53null 39C kill: qHTS Screen for Compounds that Selectively Target Cancer Cells with p53 Mutations: Cytotoxicity of p53 Null Cells at the Nonpermissive Temperature; H1299 p53-null (neo) cells, 39C, ATPlite viability, 24 h; Potency, µM (highest dose often 46.1 µM), inactives show at the highest dose activity, negative = cell killing, usual class: cytotoxic; 55,000 compounds, 0.97% hits;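 further: potency means the concentration at half of the fitted maximal effect; 0% = DMSO only and -100% = full killing by 100 µM tamoxifen; nearly all actives have a fitted effect of over 50% in size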
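ATP-luminescence viability readout (ATPlite, 20 min RT) after 24 hr compound treatment at 39C of H1299-neo or H1299-p53A138V cells; titration up to 46 uM; normalized to DMSO and 100 uM tamoxifen; Hill-fit AC50.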
p53null 32C tox: qHTS Screen for Compounds that Selectively Target Cancer Cells with p53 Mutations: Cytotoxicity of p53 Null Cells at the Permissive Temperature. H1299-neo p53 null cells, ATP luminescence, 24 h, 32C. Potency, µM (highest dose often 46.1 µM), for inactives: at the highest dose activity change, negative = cytotoxicity, most hits filed as cytotoxic. 55,000 compounds, 0.62% hits;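 further: potency means the concentration at half of the fitted maximal effect; 0% = DMSO only and -100% = full killing by 100 µM tamoxifen; nearly all actives have a fitted effect of over 55% in size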
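Luminescent ATP readout gave cell viability of p53-null H1299-neo cells after a 24 h compound exposure at the permissive 32C. Titrations ran up to 46 uM, and AC50s were fitted with the standard Hill equation.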
FH mod: Identification of activators of human fumarate hydratase by quantitative high-throughput screening | Fumarate hydratase, mitochondrial (Homo sapiens), P07954 | FH coupled MDH/diaphorase resazurin fluorescence, 15 min | Potency, µM (doses to about 79.9 µM), without a hit: top-dose activity change, negative = inhibition, hits mostly inhibitors | 54,000 compounds, 0.22% hits; further: potency means the concentration at half of the fitted maximal effect; on the % scale 0 is the no-effect control and ±100 the full control effect; the screen sought activators but most active calls are inhibition curves; nearly all actives have a fitted effect of over 45% in size
NTMT1 inhibitor: Primary qHTS for Inhibitors of N-terminal methyltransferase 1 (NTMT1): MTaseGlo Assay | N-terminal Xaa-Pro-Lys N-methyltransferase 1 (Homo sapiens), Q9BV86 | NTMT1 MTase-Glo SAH luminescence, purified enzyme | Potency, µM (highest dose often 114 µM), for inactives: top-dose activity change, negative = inhibition, usual class: inhibitors | 59,000 compounds, 2.5% hits | AID 1645870, 2021;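 further: potency means the concentration at half of the fitted maximal effect; plate controls were DMSO vehicle for no effect and no enzyme for full effect; nearly all actives have a fitted effect of over 65% in size; many of its hits are not listed in these tables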
Target sequence (Q9BV86 whole entry, looked up): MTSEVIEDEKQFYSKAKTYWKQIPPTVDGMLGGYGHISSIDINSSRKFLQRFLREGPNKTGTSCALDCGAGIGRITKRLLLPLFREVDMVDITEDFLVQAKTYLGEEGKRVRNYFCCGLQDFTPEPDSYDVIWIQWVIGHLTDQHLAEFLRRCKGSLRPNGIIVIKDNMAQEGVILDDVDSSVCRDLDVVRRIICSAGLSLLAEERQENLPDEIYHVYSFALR
* marks the source's active call; other numbers are inactive results; ? = inconclusive; / = no result given; [ ] = dose if it differs, or a comment. The call rests on the fitted dose curve; in most records, active means well fitted curve in the direction sought with a large enough effect; inconclusive means small, poorly fitted or top-dose-only effect, or another doubt; inactive means no such curve, though single readings can be large; an effect the other way counts as inactive or inconclusive.

Each structure is followed by: TSG101-PTAP inh	GALK inh	B2AR arrestin ag	p53null 39C kill	p53null 32C tox	FH mod	NTMT1 inhibitor
Cc1ccc(C)c(S(=O)(=O)c2nnn3c2nc(Nc2ccc(F)c(Cl)c2)c2sccc23)c1
  -5%	5%	1%	2%	1%	-29%	25%
CCOc1ccccc1CNC(=O)CCc1c(C)nn(-c2ccc(N3CCOCC3)nn2)c1C
  -6%	3%	0%	0%	-5%	?	-1%
CCOc1ccc(NC(=O)C(=O)NCC(c2cccnc2)N2CCc3ccccc32)cc1 (configuration not stated)
  1%	4%	0%	-33%	-3%	-10%	-5%
CCCOc1ccc(C2c3c(oc4ccc(F)cc4c3=O)C(=O)N2CCc2ccc(OC)cc2)cc1 (configuration not stated)
  2%	3%	0%	-5%	1%	-1%	-2%
COc1ccc(C2C(C(=O)Nc3ccc(C)cc3C)=C(C)Nc3nc4ccccc4n32)c(OC)c1 (configuration not stated)
  0%	3%	-2%	-3%	25%	-22%	?
CC1CCC(C(=O)NC(C(=O)OCC(=O)c2ccccc2)C(C)C)CC1 (configuration not stated)
  -1%	3%	1%	-5%	-6%	-14%	-2%
Cc1cc(-c2ccccc2)n2nc(-c3ccccc3)cc2n1
  -2%	2%	0%	9%	-9%	-17%	13%
COc1cccc(NC(=O)c2oc3ccccc3c2NC(=O)c2ccc(OC(C)C)cc2)c1
  0%	0%	-1%	13µM*	16µM*	-16%	1%
CC1=C(C(=O)Nc2ccc(C)cc2C)C(c2ccc(C(=O)O)cc2)n2nc(SCc3ccccc3)nc2N1 (configuration not stated)
  2%	-1%	1%	19%	-6%	0%	-6%
Cc1ccc2c(c1)-c1nc(-c3ccccc3)cc(-c3ccccc3)c1CO2
  -4%	9%	0%	/	/	-6%	-2%
CCOc1ccc(CNC(=O)Cn2ccc3cc(S(=O)(=O)N4CCCCC4)ccc32)cc1
  -6%	-1%	0%	-2%	-7%	?	-2%
Cc1nnc(SCc2ccccc2)c2cc3sccc3n12
  2%	4%	3%	-17%	-7%	-21%	4%
CCOC(=O)C1CCCN(C(=O)c2ccc3c(c2)sc2nc(-c4ccc(CC)cc4)cn23)C1 (configuration not stated)
  -1%	-3%	2%	-4%	8%	-20%	-7%
O=C(NCCc1ccccc1)c1ccc(CSc2nc3ccncc3n2Cc2ccccc2F)cc1
  -5%	-1%	1%	2%	6%	-30%	-1%
COc1cccc(CNC(=O)CCCCCn2c(=O)[nH]c3cc(OC)c(OC)cc3c2=O)c1
  2%	-3%	-2%	-17%	-6%	-4%	6%
COc1ccc(Cl)cc1NC(=O)CCn1c(=O)c2cccn2c2ccccc21
  -1%	2%	3%	10%	52%[activator]	?	4%
CCOC(=O)c1ccccc1NC(=O)C(=O)Nc1ccc2nc3n(c(=O)c2c1)CCCCC3
  0%	4%	-2%	4%	5%	-12%	5%
CCOc1ccc2nc(N(Cc3cccnc3)C(=O)C3CCCCC3)sc2c1
  0%	0%	-2%	27%	50%[activator]	?	8%
N#Cc1ccccc1Cn1c(SCC(=O)Nc2ccc(F)cc2)nc2ccccc21
  -3%	1%	-1%	-1%	-12%	-11%	-28%
CCC(=O)N1CCc2cc(CNS(=O)(=O)c3cccs3)ccc21
  -5%	0%	0%	?	-22%	0%	-3%

Limited to B2AR arrestin ag, GALK inh and p53null 39C kill (3 entries from above):
Compound	B2AR arrestin ag	GALK inh	p53null 39C kill
COc1cccc(CNC(=O)CCCCCn2c(=O)[nH]c3cc(OC)c(OC)cc3c2=O)c1	-2%	-3%	-17%
CCC(=O)N1CCc2cc(CNS(=O)(=O)c3cccs3)ccc21	0%	0%	?
CCOC(=O)c1ccccc1NC(=O)C(=O)Nc1ccc2nc3n(c(=O)c2c1)CCCCC3	-2%	4%	4%

A run of entries taken from the entries so far, for reference:
Each structure is followed by: TSG101-PTAP inh	GALK inh	B2AR arrestin ag	p53null 39C kill	p53null 32C tox	FH mod	NTMT1 inhibitor
CC1CCC(C(=O)NC(C(=O)OCC(=O)c2ccccc2)C(C)C)CC1 (configuration not stated)
  -1%	3%	1%	-5%	-6%	-14%	-2%
Cc1cc(-c2ccccc2)n2nc(-c3ccccc3)cc2n1
  -2%	2%	0%	9%	-9%	-17%	13%

Continued:
Each structure is followed by: TSG101-PTAP inh	GALK inh	B2AR arrestin ag	p53null 39C kill	p53null 32C tox	FH mod	NTMT1 inhibitor
CCOc1ccc(NC(=O)CC2C(=O)N(c3ccccc3)C(=O)N2CCc2ccc(OC)cc2)cc1 (configuration not stated)
  1%	8%	1%	-1%	-8%	-18%	6%
Cc1ccc(S(=O)(=O)c2nc(S(=O)(=O)c3ccc(C)cc3)c(NC(C)C)s2)cc1
  -1%	-5%	-2%	?	6%	-14%	9%
O=C(Cn1c(=O)c2cccn2c2ccccc21)Nc1cc(F)ccc1F
  -5%	2%	0%	193%[activator]	21%	-8%	-13%
CCc1cccc(CC)c1NC(=O)Cn1c(=O)c(-c2cc(C)ccc2NC(C)=O)nc2ccccc21
  2%	3%	-2%	-7%	4%	3%	?
COc1cccc(-c2noc(COc3cccc(C)c3C)n2)c1
  -5%	3%	-1%	-5%	-8%	-9%	-8%
CCC(=O)N1c2ccccc2CC1C(=O)NCc1ccc(N(C)C)cc1 (configuration not stated)
  0%	0%	-1%	12%	-1%	-2%	-13%
CCOCCCNC(=O)C(c1ccc(Cl)cc1)N(Cc1ccc2c(c1)OCO2)C(=O)c1ccccc1O (configuration not stated)
  -2%	-6%	-1%	2%	4%	-11%	?
COc1cccc(CNC(=O)c2cc3c(s2)-c2ccccc2OC3)c1
  0%	4%	1%	1%	11%	-19%	-13%
CCOc1ccc(NC(=O)Cn2nc(Cc3cccnc3)c3ccccc3c2=O)cc1
  -1%	-1%	-1%	-18%	-10%	-2%	-1%
CCCc1cc(C(=O)Nc2c(C)nn(Cc3ccc(C)cc3)c2C)no1
  -3%	4%	1%	-13%	18%	/	/
Cc1nc2nc(C)c(NS(=O)(=O)c3ccc(CC(C)C)cc3)c(=O)n2[nH]1
  -4%	-1%	1%	-14%	-8%	-16%	13%
Cc1ccc(NC(=O)CSc2nc3c(sc4ccccc43)c(=O)n2CCCC(=O)NC2CCCC2)cc1C
  2%	10%	1%	-13%	6%	-13%	20%
Cc1cccc(OCC(=O)Nc2ccc(Cl)c(-c3nc4ncccc4o3)c2)c1C
  0%	-8%	0%	-22%	6%	-11%	11%
CCOc1c(Br)cc(C2CC(=O)Nc3cc4c(cc32)OCO4)cc1OC (configuration not stated)
  -2%	1%	0%	?	45%[activator]	-12%	-7%
Fc1ccc(-c2nc(Nc3ccc(F)c(Cl)c3)nc3c2COc2ccccc2-3)cc1
  -4%	-12%	-2%	20%	9%	5%	-1%
O=C(CSc1nc2c(c(=O)[nH]1)CCC2)Nc1ccccc1F
  -1%	-1%	-3%	-10%	-7%	-4%	-3%
CCSc1nnc2c(n1)OC(c1ccc(C)cc1)N(C(C)=O)c1ccccc1-2 (configuration not stated)
  -1%	?	-2%	0%	43%[activator]	7%	21%
CCOC(=O)c1ccccc1NC(=O)N1CCCN(S(=O)(=O)c2ccc3c(ccn3CC)c2)CC1
  -7%	0%	0%	6%	7%	-8%	13%
Cc1cc(C)cc(NC(=O)C(CC(C)C)NC(=O)C2CCCCC2)c1 (configuration not stated)
  -1%	6%	0%	3%	11%	3%	-2%
CCOc1ccccc1C(=O)Nc1ccc(S(=O)(=O)Nc2nc(C)cc(C)n2)cc1
  -1%	0%	0%	-16%	4%	4%	5%
Cc1cc(OCC(=O)Nc2c(C(=O)c3ccccc3)oc3ccccc23)cc(C)c1Cl
  -1%	4%	0%	17%	0%	1%	-3%
O=S(=O)(NCc1ccc(Cl)cc1)c1ccc(N2CCCCS2(=O)=O)cc1
  7%	3%	-1%	4%	0%	-13%	-8%
COc1ccccc1CNC(=O)CCC1N=C2c3ccccc3N=C(SCc3ccc(C)cc3)N2C1=O (configuration not stated)
  3%	3%	?	1%	17%	-23%	18%
CC(=O)N1CCCc2cc(S(=O)(=O)N3CCCC(C(=O)N4CCN(c5ccccc5F)CC4)C3)ccc21 (configuration not stated)
  -16%	0%	0%	12%	-2%	-1%	-2%
COc1cc(NC(=O)C(CC(C)C)NS(=O)(=O)c2ccc3c(c2)oc(=O)n3C)c(C(=O)O)cc1OC (configuration not stated)
  -8%	9%	0%	2%	-1%	-28%	6%
COc1ccccc1-n1c(=O)c2c3c(sc2n(C)c1=O)CN(C(C)=O)CC3
  -1%	-1%	-1%	-15%	-21%	-8%	-4%
CCOc1ccc(CCNC(=O)c2cc3sccc3n2CC)cc1OCC
  -9%	-6%	-1%	94%[activator]	16%	-29%	0%
COC(=O)c1sc2cccc(F)c2c1S(=O)(=O)Nc1cc(C)c(Cl)cc1OC
  -3%	0%	0%	-3%	15%	-37%	-3%
COCCCNC(=O)c1ccc(CSc2nc3cccnc3n2Cc2ccc(OC)cc2)cc1
  1%	-5%	1%	-25%	4%	-4%	-5%
CCOc1cccc2sc(N(CCN(CC)CC)C(=O)c3ccco3)nc12
  1%	0%	0%	5%	4%	2%	?
CCOC(=O)c1c(C)oc2nc(C)nc(NCCCN3CCN(c4cc(C)ccc4C)CC3)c12
  -1%	3%	0%	-3%	3%	-18%	-1%
O=C(Nc1c(-c2ccccc2)nc2ccccn12)c1ccccc1F
  -1%	-3%	1%	3%	7%	5%	-2%
CC1CCc2noc(NC(=O)c3ccc([N+](=O)[O-])cc3)c2C1 (configuration not stated)
  13%	-3%	0%	5%	0%	-21%	4%
CN(C)S(=O)(=O)c1ccc2c(c1)N(CC(=O)N1CCN(c3cccc(Cl)c3)CC1)CCS2
  -1%	2%	1%	0%	2%	-20%	?
CCOC(=O)c1nc(Nc2cccc(C)c2)c2ccccc2n1
  -1%	-2%	1%	-10%	-1%	-20%	?
Cc1cc(C)cc(Nc2nc3cc(Cl)c(Cl)cc3nc2-n2nc(C)cc2C)c1
  -2%	1%	-2%	-6%	-2%	4%	6%

A portion of the library; count on the stated rates, not on these rows.
